TEAD-YAP block: TEAD-YAP interaction inhibition; HEK-TIYL cells, TEAD-Gal4/YAP UAS-luciferase luminescence; inhibition, % at 9.12 µM; 640,000 tested, 1.4% active; in the data active means inhibition above about 32%;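 further: 0% = median of test compound wells and 100% = reference inhibitor wells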
MITF primary: blocks human microphthalmia-associated transcription factor | O75030 | AlphaScreen MITF homodimerization, bead proximity signal | inhibition, % at 2.6 µM | 650,000 tested, 0.91% active; in the data active means inhibition above about 50%;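 further: 0% = vehicle wells with protein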
Target sequence (O75030 whole entry, looked up): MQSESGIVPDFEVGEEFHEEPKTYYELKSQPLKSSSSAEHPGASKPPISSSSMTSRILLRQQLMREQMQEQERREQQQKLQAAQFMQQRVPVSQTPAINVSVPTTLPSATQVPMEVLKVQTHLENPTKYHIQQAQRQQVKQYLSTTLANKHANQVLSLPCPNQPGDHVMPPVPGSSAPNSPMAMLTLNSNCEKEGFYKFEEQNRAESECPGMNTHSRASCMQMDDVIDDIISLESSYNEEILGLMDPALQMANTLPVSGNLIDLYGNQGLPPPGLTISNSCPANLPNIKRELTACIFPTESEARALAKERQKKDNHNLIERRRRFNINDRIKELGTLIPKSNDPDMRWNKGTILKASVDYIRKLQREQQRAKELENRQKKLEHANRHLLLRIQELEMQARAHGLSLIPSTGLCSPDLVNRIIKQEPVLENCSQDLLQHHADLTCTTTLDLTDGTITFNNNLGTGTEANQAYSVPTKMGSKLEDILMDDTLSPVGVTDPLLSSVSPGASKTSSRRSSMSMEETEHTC
GPR151 ag: activates the human receptor GPR151; Q8TDV0; PathHunter beta-arrestin GPR151 cells, luminescence; activation, % at 11.2 µM; 650,000 tested, 1% active; AID 1508602; in the data active means activation above about 4.9%;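 further: 0% = median of compound wells and 100% = cells with positive control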
Target sequence (Q8TDV0 whole entry, looked up): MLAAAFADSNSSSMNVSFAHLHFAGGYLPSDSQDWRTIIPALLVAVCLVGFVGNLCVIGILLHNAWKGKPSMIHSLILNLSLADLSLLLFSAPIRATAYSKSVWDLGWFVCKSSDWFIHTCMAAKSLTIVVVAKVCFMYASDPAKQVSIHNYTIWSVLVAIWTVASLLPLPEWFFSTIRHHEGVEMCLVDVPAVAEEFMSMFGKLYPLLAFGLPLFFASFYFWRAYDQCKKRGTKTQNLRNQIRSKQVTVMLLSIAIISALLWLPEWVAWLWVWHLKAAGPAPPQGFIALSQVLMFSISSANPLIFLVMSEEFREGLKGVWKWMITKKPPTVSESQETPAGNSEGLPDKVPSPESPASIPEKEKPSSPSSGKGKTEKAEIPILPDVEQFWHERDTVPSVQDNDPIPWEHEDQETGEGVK
FBW7 act: human FBW7 E3 ligase activation, primary screen; Q969H0; AlphaScreen FBW7–phospho-cyclin E peptide binding, activator screen; normalized activity (activation), % at 26.1 µM; 650,000 tested, 0.13% active; AID 1259310; in the data active means normalized activity above about 1.9%;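 further: purified mutant Fbw7 with reduced substrate affinity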
Numbers without * were called inactive.

SMILES	TEAD-YAP block	MITF primary	GPR151 ag	FBW7 act
O=C(O)CC1C(=O)NCCN1CCCc1ccccc1 (stereo not drawn)	-6	5	0.4	-0.1
CSCCC(=O)N1CCCC(C(=O)Nc2ccc(-c3cccc(F)c3)cc2)C1 (stereo not drawn)	-7	5	2.1	0.3
COC(=O)c1ccc(CN(c2ccccc2)S(=O)(=O)c2ccccc2)cc1	-1	2	-0.1	-0.1
CC(C)(C)NC(=O)NC(=O)CN1C(=O)C(=O)N(C2CCCC2)C1=O	6	5	1.7	0.1
COc1ccc(Cl)cc1NC(=O)/C(=C\c1ccc(OC)c(OC)c1)NC(=O)c1ccc(Cl)cc1	7	1	-0.8	0.2
Cc1ccc(OCC(=O)Oc2coc(CSc3ncccn3)cc2=O)cc1	6	13	-0.6	0.1
COc1ccccc1-n1c(SCC(=O)NC(C)(C)C)nnc1-c1ccco1	-1	3	1.0	0.1
CCOC(=O)c1c(NC(=O)COc2ccccc2C)sc2c1CCC(CC)C2 (stereo not drawn)	6	5	0.3	0.2
CCOc1ccccc1NC(=O)C(C)N(c1ccc(C)c(C)c1)S(C)(=O)=O (stereo not drawn)	8	4	2.2	0.2
COc1ccc(CNC(=O)C/C(C)=N/NC(=O)OC(C)(C)C)cc1	-45	19	-1.0	1.4
CCc1ccc2oc(=O)cc(CN3CCN(c4ccc(OC)cc4)CC3)c2c1	-7	2	0.2	0.0
CCCn1c(=O)c2ccccc2n2c(=S)[nH]nc12	-2	-6	3.3	0.1
FC(F)(F)c1ccc(Nc2cc(Nc3ccccc3)ncn2)cc1	-9	4	1.9	-0.1
CCC(=O)Nc1nnc(SCc2cc(=O)c(OC(=O)c3cccc(F)c3)co2)s1	-2	1	0.9	0.1
COc1ccc(NC(=O)COc2cccc(Cl)c2)c(OC)c1	-13	25	-0.9	0.0
O=C(CSc1ccccn1)c1ccc(Br)cc1	-42	11	1.3	0.1
CC(C)CCNC(=O)CN1C(=O)/C(=C\c2ccc(F)cc2)Oc2ccccc21	-13	-1	0.5	-0.1
Cc1ccc(NC(=O)CSc2nc3ccc(N)cc3s2)c(C)c1	-4	5	-1.0	-0.2
O=C1CCC([N+](=O)[O-])C(c2ccc3c(c2)OCO3)N1 (stereo not drawn)	-2	-6	7.7*	-0.4
COc1ccccc1N1C(=O)c2cccc3cc(Br)cc(c23)C1=O	1	-6	-0.5	-0.1
CCCCCOC(=O)C1=C(C)NC2=C(C(=O)CC(C)(C)C2)C1c1cccc(Cl)c1 (stereo not drawn)	-3	-15	0.9	-0.1
CCN(CC)S(=O)(=O)c1ccc(NC(=O)COc2ccccc2C)cc1	2	-5	1.6	0.0
COc1ccc(CNc2ccc(CC(=O)O)cc2)cc1	6	12	-0.4	-0.2
CC1CN(c2nc3c(c(=O)[nH]2)CCN(Cc2cccs2)C3)CC(C)O1 (stereo not drawn)	15	11	-2.2	0.8
Cc1cccc(N2C(=O)CC(SCC(N)C(=O)O)C2=O)c1 (stereo not drawn)	-3	-3	-0.2	0.0
Cc1c(C#N)c(O)[nH]c(=O)c1N=Nc1cccc(C(=O)O)c1	6	7	-6.0	-0.1
CNc1nc(S(=O)(=O)c2ccc(C)cc2)c(Cl)s1	5	-3	-0.4	0.0
COc1ccc(/C=c2/sc3nc4cc(C)c(C)cc4n3c2=O)cc1	-6	13	-0.6	0.1
CC(=O)N1c2ccc(S(=O)(=O)NCCOc3cc(N4CCCC4)ncn3)cc2CC1C (stereo not drawn)	8	15	0.3	0.2
Cc1ccc(C(=O)C(C)OC(=O)c2cccc(N3C(=O)c4ccccc4C3=O)c2)cc1 (stereo not drawn)	-5	0	1.7	-0.1

An excerpt of these results, with each value named:
CNc1nc(S(=O)(=O)c2ccc(C)cc2)c(Cl)s1
  TEAD-YAP block: 5
  MITF primary: -3
  GPR151 ag: -0.4
  FBW7 act: 0.0

COc1ccc(/C=c2/sc3nc4cc(C)c(C)cc4n3c2=O)cc1
  TEAD-YAP block: -6
  MITF primary: 13
  GPR151 ag: -0.6
  FBW7 act: 0.1

CC(=O)N1c2ccc(S(=O)(=O)NCCOc3cc(N4CCCC4)ncn3)cc2CC1C (stereo not drawn)
  TEAD-YAP block: 8
  MITF primary: 15
  GPR151 ag: 0.3
  FBW7 act: 0.2

Cc1ccc(C(=O)C(C)OC(=O)c2cccc(N3C(=O)c4ccccc4C3=O)c2)cc1 (stereo not drawn)
  TEAD-YAP block: -5
  MITF primary: 0
  GPR151 ag: 1.7
  FBW7 act: -0.1

New compounds follow
SMILES	TEAD-YAP block	MITF primary	GPR151 ag	FBW7 act
CCOC(=O)c1sc(NC(=O)/C=C/c2ccc([N+](=O)[O-])s2)cc1C	-1	-5	0.2	0.0
Cc1[nH]c(=O)[nH]c(=O)c1S(=O)(=O)N1CCC(C(=O)NCCc2ccccc2)CC1	1	-5	0.2	0.0
COc1ccc(S(=O)(=O)Nc2ncc(S(=O)(=O)c3ccc([N+](=O)[O-])cc3)s2)cc1	4	1	1.0	0.0
COC(=O)C1=C(C)NC2=C(C(=O)CC(c3ccccc3)C2)C1c1ccc(OC)c(OC)c1 (stereo not drawn)	15	5	1.2	1.2
CCN1C(=O)S/C(=C\C(=O)O)C1=O	1	-1	-1.3	0.0
CN(C)CCNC(=O)c1cccn2c(=O)c3cc4ccccc4cc3nc12	71*	2	0.1	0.0
CNS(=O)(=O)c1ccc(NC(=S)Nc2cccc([N+](=O)[O-])c2)cc1	-2	11	-2.1	0.1
CCNc1nc(NC(C)C)nc(OCCNS(=O)(=O)c2ccc(C)cc2)n1	15	-1	0.5	0.1
O=C(COc1ccccc1Cl)NC(=S)Nc1ccc(I)cn1	-6	5	-0.8	1.0
CC12CC(NC(=O)N1c1cccc(C(=O)N3CCCCC3)c1)c1ccccc1O2 (stereo not drawn)	1	-12	0.1	-0.1
CCOC(=O)N1CCN(Cc2nc(N3CCOCC3)c3ccc(Cl)cc3n2)CC1	10	18	-1.4	0.4
COc1c(Br)cc(C2NC(=O)c3c(sc4c3CCN(C)C4)N2)cc1Br (stereo not drawn)	4	-2	-0.4	0.2
O=C(CCS(=O)(=O)c1ccc2c(c1)SCC(=O)N2)NCc1ccco1	2	3	4.9	0.0
COc1ccc(C(=O)CC(=O)c2ccccc2O)cc1	-50	-2	-1.9	-0.1
COc1ccc2c(=O)c(-c3ccccc3)coc2c1C	-20	-9	-8.1	0.1

Sorted by number of heavy atoms (lowest first): part of the list above
SMILES	TEAD-YAP block	MITF primary	GPR151 ag	FBW7 act
CCN1C(=O)S/C(=C\C(=O)O)C1=O	1	-1	-1.3	0.0
O=C(COc1ccccc1Cl)NC(=S)Nc1ccc(I)cn1	-6	5	-0.8	1.0
COc1c(Br)cc(C2NC(=O)c3c(sc4c3CCN(C)C4)N2)cc1Br (stereo not drawn)	4	-2	-0.4	0.2
CC12CC(NC(=O)N1c1cccc(C(=O)N3CCCCC3)c1)c1ccccc1O2 (stereo not drawn)	1	-12	0.1	-0.1
COC(=O)C1=C(C)NC2=C(C(=O)CC(c3ccccc3)C2)C1c1ccc(OC)c(OC)c1 (stereo not drawn)	15	5	1.2	1.2

Later entries:
SMILES	TEAD-YAP block	MITF primary	GPR151 ag	FBW7 act
Cc1[nH]c(=O)[nH]c(=O)c1/C=N\NC(=O)c1cc2ccccc2o1	13	42	1.3	-2.0
O=C(COC(=O)c1ccc[nH]c1=O)Nc1ncc(C(F)(F)F)cc1Cl	16	4	0.1	0.1
O=C(c1n[nH]c2ccccc12)N1CCN(c2ccccc2F)CC1	-12	0	0.0	-0.1
CCC(Cc1ccccc1)NC(=O)C1CCN(c2nn3c(=O)cc(C)nc3s2)CC1 (stereo not drawn)	-6	7	-0.4	0.0
COc1ccc(Nc2nc(N3CCCCC3)nc3[nH]ncc23)cc1	40*	7	1.3	0.5
C=CCn1c(Cc2ccc(OC)c(Cl)c2)n[nH]c1=S	7	3	0.3	-0.1
COc1cc(N2CCOCC2)ccc1/C=C(/C#N)c1nc2ccccc2[nH]1	-1	8	0.1	0.0
O=C(COC(=O)CC1Sc2ccccc2NC1=O)NCc1ccc(F)cc1 (stereo not drawn)	-3	3	-0.3	0.8
C#CCN1C(=O)C(O)(CC(=O)c2ccc3c4c(cccc24)CC3)c2ccccc21 (stereo not drawn)	5	10	0.9	-0.2
COc1cc(C2C(C(=O)Nc3ccccn3)=C(C)NC3=C2C(=O)CCC3)ccc1O (stereo not drawn)	9	7	1.0	-0.1
CCCC1C(=O)CC(C(C)C)C(C#N)(C#N)C1(C#N)C#N (stereo not drawn)	-17	-4	1.1	-0.2
CCOC(=O)c1c(NC(=O)c2ccccc2F)sc(C(=O)Nc2ccccc2F)c1C	-3	8	0.0	0.4
c1ccc(CN2CCCC(c3nc(-c4cccnc4)n[nH]3)C2)cc1 (stereo not drawn)	-2	9	-0.9	0.0
CCOc1c(OC)cc(Cl)cc1C1NC(=O)NC(C)=C1C(=O)OC(C)(C)C (stereo not drawn)	18	8	-0.1	0.1
Cc1ccc(Cl)c(OCC(=O)NCc2ccccn2)c1	-28	18	2.8	-0.5
O=C(CCCCCn1nnc2ccccc2c1=O)N1CCN(c2ccccn2)CC1	-6	5	1.3	0.5
CCCCC(=O)Nc1c2c(nn1-c1cccc(Cl)c1)CS(=O)C2 (stereo not drawn)	-1	11	-0.7	0.4
CC(Sc1nc2ccccc2s1)C(=O)Nc1nnc(C(C)C)s1 (stereo not drawn)	0	-1	-0.5	-0.1
COc1ccccc1NC(=O)Cn1cnc2sc(C)c(S(=O)(=O)N3CCOCC3)c2c1=O	-10	-2	0.9	-0.5
Cc1ccc2c(c1)-c1c(cnn1CC(=O)N1CCc3ccccc31)CO2	-6	5	-2.1	0.0
COCCNC(=O)[C@@H]1C[C@H](NCc2cccc(OC)c2)CN1Cc1ccccc1	-4	11	-0.6	-0.1
O=C1CCC(CCNCc2cccc(F)c2)N1CC1CC1 (stereo not drawn)	-7	-5	-1.5	0.6
CSc1ncc(CN2CCCC(CNS(=O)(=O)c3cccc4cccnc34)C2)cn1 (stereo not drawn)	-2	5	-1.1	-0.1
COCCn1cc(C(=O)NCCC2=CCCCC2)c2c3ccccc3n(C)c2c1=O	-8	-7	1.1	0.1
C=CCOc1c(Br)cc(/C=C/C(=O)O)cc1OC	5	5	0.4	0.0
O=C(c1ccc(Cn2c(=S)[nH]c3ccc(Br)cc3c2=O)cc1)N1CCN(c2cccc(Cl)c2)CC1	6	15	3.7	0.1
O=C(Nc1ccccc1)OCCOc1ccccc1Br	-22	16	-0.3	0.0
CSc1nnc2c(n1)OC(c1cc(Br)c(I)o1)Nc1ccccc1-2 (stereo not drawn)	9	6	-1.4	0.2
CCN(CC)c1nc(NC2CC2)nc(N2CCOCC2)n1	-9	8	4.2	0.2
NC1=NC(=O)CC(C(=O)Nc2ccc([N+](=O)[O-])cc2)S1 (stereo not drawn)	10	10	-0.9	-0.1
O=C(c1ccc(N2CC3CC(C2)c2cccc(=O)n2C3)c(NS(=O)(=O)c2ccc3c(c2)OCCO3)c1)N1CCN(c2ccccn2)CC1 (stereo not drawn)	8	5	0.8	-0.1
COc1ccc(/C=C(/C#N)C(=O)Nc2cccc(C)c2)cc1C(=O)O	-9	-11	0.2	0.0
O=[N+]([O-])c1cc(NS(=O)(=O)c2cccc3nsnc23)cc(Sc2ccc(F)cc2)c1	-9	20	-0.5	0.3
CN(C)c1cccc(Nc2nc(Nc3ccccc3)c3ncn(CCN4CCCC4=O)c3n2)c1	-1	-2	1.7	0.1
CN=C1S/C(=C\c2cn(CC(=O)O)c3ccccc23)C(=O)N1C	-9	11	0.1	-0.1
CC1CC/C(=C\C=C\N(C)C)C(=O)/C1=C/C=C/N(C)C (stereo not drawn)	-6	-2	-0.1	-0.3
CC(=O)Nc1cccc(-c2nnc(SCC(=O)Nc3ccc(C)cc3)n2C)c1	14	-8	0.4	0.0
COCCCN1C(=S)NC2c3cc([N+](=O)[O-])ccc3OC1(C)C2C (stereo not drawn)	14	17	-0.6	0.8
COc1ccc(/C=C2\C(=O)N(c3ccc(Cl)c(C(=O)O)c3)N=C2C)cc1Br	0	16	-0.9	0.1
Cc1ccn2cc(-c3nonc3C)cc2c1	3	-1	1.4	0.7
O=C(Nc1cccnc1)c1ccc(COc2cccc3ccccc23)cc1	-6	23	-2.7	0.0
O=C(CCC(=O)Nc1ccccc1Br)N/N=C/c1ccccc1Cl	0	-12	0.5	-0.1
CC(Oc1ccc(C(C)(C)C)cc1)C(=O)N1CCCC1 (stereo not drawn)	2	7	-0.6	0.2
COc1ccccc1S(=O)(=O)c1c(C)cc(C)[nH]c1=O	4	4	-0.4	0.2
CCc1ccc(/C=N/NC(=O)c2cc(-c3ccco3)[nH]n2)cc1	-1	18	3.1	-0.1
CCc1nc(NCCCO)c(C#N)c2c1CCCC2	-3	-8	1.3	-0.2
O=C(CCCCCN1C(=O)c2ccccc2C1=O)Nc1ccccc1NC(=O)c1ccc(C(F)(F)F)cc1	-2	4	-2.5	0.4
CSc1nc2ccc(NC(=O)c3ccc(S(=O)(=O)N4CCc5ccccc54)cc3)cc2s1	4	-7	2.2	0.3
CCCCCCOC(=O)c1ccccc1NC(=O)/C=C/C(=O)O	-9	-11	0.4	0.1
CC1CCCN(C(=O)c2ccc(Cl)cc2)C1 (stereo not drawn)	8	4	0.1	0.2
CC1(C)N=C(SCC(=O)Nc2cccc(F)c2)C(c2ccccc2)=N1	-22	-8	0.0	0.0
CCOC(=O)C1=C(C)NC2=C(C(=O)CC(c3ccccc3)C2)C1c1ccccc1Cl (stereo not drawn)	16	5	-1.6	0.1

Screening data as filed in PubChem BioAssay.
